Nrf2 block = blocks Nrf2 signaling | A549 ARE-Fluc reporter, luciferase luminescence, 18-24 h | Potency, µM (highest dose often 46 µM), for inactives: at the highest dose activity change, negative = inhibition, actives largely listed as inhibitors | actives 2.1% (n = 360,000); note: potency is the fitted concentration of half-maximal effect; % is set by controls: 0 for no effect and ±100 for the full control effect; nearly all actives have a fitted effect of over 60% in size
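Quantitative HTS in A549 cells stably bearing an antioxidant response element-firefly luciferase construct. Inhibition of Nrf2-driven transcription was scored by luminescence after 18-24 h of compound exposure at 37 °C.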
A549 viability = kills or reduces viability of A549 cells in Nrf2 counter-screen; Potency, µM (highest dose often 46 µM), inactives show at the highest dose activity change, negative = cytotoxicity, hits mostly inhibitors; actives 0.16% (n = 390,000); A549 ARE-Fluc cells, CellTiter-Fluor viability, 18-24 h; note: potency is the fitted concentration of half-maximal effect; % is set by controls: 0 for no effect and ±100 for the full control effect
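A549 ARE-Fluc cells in 5% FBS OPTI-MEM, 5000 cells/well, rested 2 h then exposed to compounds in concentration-response for 18-24 h at 37 °C. Viability by CellTiter-Fluor fluorescence (Ex 405/Em 525) after 30 min; luciferase luminescence (BugLite, 15 min, RT) read afterwards.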
MCF10A rereplic = DNA re-replication induction in MCF 10a cells; MCF 10A DNA re-replication, Hoechst nuclear intensity, 48 h; actives 2.9% (n = 350,000); AID 624296; Potency, µM (highest dose often 46.1 µM), for inactives: at the highest dose activity, positive = re-replication, actives largely listed as activators; note: potency is the fitted concentration of half-maximal effect; % of control where 0% means no effect; nearly all actives have a fitted effect of over 50% in size
TGFb SMAD3 inh = inhibitors of TGF-b signaling | HepG2 CAGA-GFP TGF-b/SMAD3 reporter, GFP fluorescence, 18 h; TGF-beta stimulated, 500 pg/mL final | Potency, µM (top dose mostly 46.1 µM), for the others: top-dose activity, negative = inhibition, usual class: inhibitors | actives 1.2% (n = 410,000); note: potency is the fitted concentration of half-maximal effect; % is set by controls: 0 for no effect and ±100 for the full control effect; nearly all actives have a fitted effect of over 65% in size
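Inhibition was scored as loss of TGF-beta-induced (500 pg/mL final, 18 hours, 37 degrees C) GFP in HEPG2 cells carrying a CAGA-GFP reporter, in DMEM with 1% FBS. Well GFP was summed per cell; Activity was normalised to unstimulated and stimulated DMSO wells, then concentration-response fitting.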
IL-1B inflam inh = inflammasome signaling inhibition, IL-1 beta readout; THP-1 LPS/ATP IL-1B secretion, AlphaLISA, 16 h; hits give low values; AID 743279; activity change, % at 57.5 µM; actives 4.7% (n = 360,000); in the data active = activity change below about -50%; inconclusive = mostly about -30% to -49%; note: % is set by controls: 0 for no effect and ±100 for the full control effect
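THP-1 cells pretreated 1 hr with compounds (up to 57.5 uM final), then stimulated with LPS (250 ng/mL final) plus ATP (1.25 mM final); secreted IL-1B measured by AlphaLISA after 16 hr, decreased signal indicating inhibition.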
ATXN2 expr inh = reduces ATXN2 reporter expression in HEK-293 cells | HEK-293 ATXN2-luciferase reporter, luminescence, 24 h | Potency, µM (doses to about 57 µM), for the others: at the highest dose activity change, negative = inhibition, hits mostly inhibitors | actives 0.72% (n = 360,000); note: potency is the fitted concentration of half-maximal effect; % is set by controls: 0 for no effect and ±100 for the full control effect; nearly all actives have a fitted effect of over 55% in size
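ATXN2-luciferase reporter cells (luciferase flanked by upstream and downstream ATXN2 gene portions) were treated 24 h at 37 °C with compounds at up to 57 uM. SteadyGlo luminescence gave expression; GF-AFC fluorescence gave viability.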
HepG2 viability = kills HepG2 cells in TGF-b inhibitor counter-screen | HepG2 CAGA-GFP viability, ATP luminescence, 18 h | Potency, µM (series often up to 46.1 µM), for inactives: at the top dose activity change, negative = cytotoxicity, hits mostly cytotoxic | actives 0.76% (n = 410,000) | AID 588856; note: potency is the fitted concentration of half-maximal effect; some results filed as inactive show a strong effect at the top dose
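HepG2 CAGA-GFP cells (1000/well, DMEM with 1% FBS) received compound, then TGF-beta at 500 pg/mL final, and were incubated 18 hours at 37 degrees C. Viability was read by CellTiter-Glo luminescence. Media-only wells were set as complete cell-killing and DMSO as no toxicity.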
ATXN viability = cell viability loss in ATXN counter-screen. S2 cells (HEK-293 line with an ATXN2-luciferase reporter) viability, CellTiter-Fluor protease fluorescence, 24 h. Potency, µM (titrated, usually from 56.7 µM), most hits filed as cytotoxic. actives 0.49% (n = 400,000); note: potency is the fitted concentration of half-maximal effect; nearly all actives have a fitted effect of over 40% in size
Nrf2 ARE act = Nrf2 pathway activation; AREc32 ARE-luciferase reporter (MCF7-derived line), luminescence, 24 h; Potency, µM (doses to about 46.1 µM), for the others: top-dose activation, hits mostly activators; actives 0.31% (n = 410,000); AID 624171; note: potency is the fitted concentration of half-maximal effect; % of control where 0% means no effect; nearly all actives have a fitted effect of over 65% in size
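Reporter line AREc32 (ARE-Fluc), seeded overnight in OPTI-MEM with 5% FBS; compound pin-transferred, 24 hr at 37 deg C, 5% CO2; luminescent read-out.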
Starred values were filed as active, the others as inactive; i = inactive; u = inconclusive; x = no result given; [ ] = another dose, or the depositor's remark. Unless noted, calls come from the whole dose curve; as a rule, active = well fitted curve in the direction sought with a large enough effect; inconclusive = small, poorly fitted or top-dose-only effect, or another doubt; inactive = no such curve, though single readings can be large; an effect the other way counts as inactive or inconclusive.

Each structure is followed by: Nrf2 block	A549 viability	MCF10A rereplic	TGFb SMAD3 inh	IL-1B inflam inh	ATXN2 expr inh	HepG2 viability	ATXN viability	Nrf2 ARE act
COC(=O)N/N=C/c1cc(Cl)cc(Cl)c1OCc1ccc(F)cc1
    -15%	4%	0%	-11%	-5	6%	-24%	i	2.4%
COc1cc2ncnc(N[C@H](C)c3ccccc3)c2cc1OC
    u	3%	-1%	-2%	40	x	-34%	i	-0.8%
COc1ccc(C2CC(=O)N(CC(=O)NCC3CCCO3)c3ccccc3S2)cc1 (stereo not given)
    -1%	13%	-6%	0%	-9	25%	-10%	i	-0.6%
O=C(NC12CC3CC(CC(C3)C1)C2)C1CCCN1C(=O)Nc1ccccc1 (stereo not given)
    5%	0%	6%	11%	4	-3%	14%	i	0.2%
COc1cc2c3c(c1)c(N=NC(N)=S)c(O)n3C(C)(C)C=C2C
    -13%	-2%	11%	-11%	-19	-24%	-9%	i	5.8%
CCCNC(=O)COC(=O)c1cccnc1Nc1ccccc1F
    5%	3%	5%	-16%	-9	3%	-15%	i	-0.1%
CCOc1ccc(NC(=O)C2CC3CCC2C3)cc1 (stereo not given)
    u	3%	21%	13%	x	37%[activator]	1%	i	3.9%
N#Cc1c(-c2ccccc2)cc(-c2ccccc2)nc1SCc1nnc(-c2ccccc2)o1
    -5%	-10%	u	-14%	70	-1%	2%	i	0.1%
Cn1c(=O)c2c(nc(CN3CCN(C(=O)c4ccco4)CC3)n2CC(N)=O)n(C)c1=O
    13%	1%	8%	3%	8	-2%	1%	i	0.2%
Cc1cnc(NC(=O)CSc2nnc(Cc3ccccc3)o2)s1
    0%	-2%	u	-17%	-2	1%	-23%	i	1.5%
CCNC(=O)C1CCCN(C(=O)c2ccc(OC(F)F)cc2)CC1 (stereo not given)
    x	x	x	23%	-4	-5%	-47%	i	0.3%[9.22 µM]
O=c1cc(CO)oc(C(Nc2ccccn2)c2ccccc2F)c1O (stereo not given)
    16%	1%	3%	-6%	-21	0%	-17%	i	7.6%
CCc1nnc(SCc2nc(-c3ccccc3F)oc2C)c2cc3sccc3n12
    -9%	5%	x	-20%	x	8%	-2%	i	2.7%
O=C(CC(C(=O)O)c1c(F)cccc1Cl)c1ccc(Cl)cc1 (stereo not given)
    u	-6%	1%	-17%	0	-17%	-9%	i	-0.7%
CC(C)C[C@H](NC(=O)Nc1ccc2c(c1)OCCO2)C(=O)O
    10%	15%	-5%	-4%	-14	x	1%	i	-0.5%

Structural class, the entries above containing a COOH group.
Each structure is followed by: Nrf2 block	A549 viability	MCF10A rereplic	TGFb SMAD3 inh	IL-1B inflam inh	ATXN2 expr inh	HepG2 viability	ATXN viability	Nrf2 ARE act
O=C(CC(C(=O)O)c1c(F)cccc1Cl)c1ccc(Cl)cc1 (stereo not given)
    u	-6%	1%	-17%	0	-17%	-9%	i	-0.7%
CC(C)C[C@H](NC(=O)Nc1ccc2c(c1)OCCO2)C(=O)O
    10%	15%	-5%	-4%	-14	x	1%	i	-0.5%

Next part.
Each structure is followed by: Nrf2 block	A549 viability	MCF10A rereplic	TGFb SMAD3 inh	IL-1B inflam inh	ATXN2 expr inh	HepG2 viability	ATXN viability	Nrf2 ARE act
CNc1ccc(/C=C/C(=O)c2ccc3c(c2)OCCO3)cc1[N+](=O)[O-]
    17%	-6%	u	-6%	-1	25%	3%	i	-0.3%
Cc1ccccc1CCN(C(=O)c1csnn1)C(C(=O)NC1CCCC1)c1ccco1 (stereo not given)
    5%	-4%	0%	-13%	-11	-6%	-34%	i	-0.4%
Cc1ccc(N2C(=O)c3ccc(C(=O)N4CCN(c5ccccc5F)CC4)cc3C2=O)cc1
    2%	16%	4%	-9%	10	-4%	8%	i	-0.2%
CC(=O)Nc1cccc(C(=O)OCC(=O)N2CCN(C(=O)COC(=O)c3cccc(NC(C)=O)c3)CC2)c1
    19%	2%	-1%	u	-2	6%	2%	i	2.9%
CSc1nc(-c2ccc(Cl)cc2)nn1S(=O)(=O)c1ccccc1
    u	1%	1%	-1%	14	36%	-6%	i	4.4%
CCc1ccc(C2C3=C(CC(C)(C)CC3=O)OC3=C2C(=O)CC(C)(C)C3)cc1
    1%	-9%	8%	14%	-14	x	9%	i	-0.2%
CCn1c(=S)[nH]c2ccccc21
    3%	1%	2%	0%	11	8%	18%	u	0.2%
CC(CN1CCCCC1)OC(=O)c1ccc(Cl)cc1 (stereo not given)
    4%	-8%	-23%	-1%	8	-2%	9%	i	0.2%
COCCNC(=O)c1ccc(NS(C)(=O)=O)cc1
    -24%	19%	-7%	0%	-3	-9%	-33%	i	0.1%
CCc1nc(C)cn1S(=O)(=O)c1ccc([N+](=O)[O-])cc1
    -1%	2%	-32%[inhibitor]	0%	-7	-15%	0%	i	0.7%
O=C(CCC1CCCCC1)N1CCN(Cc2ccc3c(c2)OCO3)CC1
    u	u	9%	0%	u	7%	-1%	i	0.3%
CSc1cccc(NC(=O)c2ccco2)c1
    10%	-7%	6%	u	-5	44%[activator]	7%	i	25%
O=C(NCc1ccco1)c1cc2nc(-c3ccc4c(c3)OCO4)cc(C(F)(F)F)n2n1
    u	-9%	u	14%	-15	-13%	-18%	i	-0.3%
O=C(CCCN1C(=O)/C(=C/c2ccc(F)cc2)SC1=S)Nc1ccc(C(=O)O)cc1
    x	x	x	-7%	2	x	5%	i	1.8%
C=C(Br)Cn1c(CC)nc2ccccc21
    -15%	1%	0%	4%	35	0%	0%	i	0.2%
CCc1c(C)sc(NC(=S)Nc2nc(C)cc(C)n2)c1C(=O)OC
    8%	0%	15%	7%	17	-9%	1%	i	0.5%
CSCC[C@H](NC(=O)C1CCN(S(=O)(=O)c2ccccc2)CC1)C(=O)NC1CC1
    10%	1%	8%	-3%	-10	4%	-4%	i	-1.4%
C[C@@H]1CN([C@H](C)CO)C(=O)CCCn2nncc2CO[C@@H]1CN(C)C(=O)c1ccncc1
    x	x	x	-2%	-1	0%	-5%	i	-0.4%
O=C(CSc1ncc(-c2ccc(Cl)cc2)[nH]1)Nc1ccccc1F
    1%	-4%	x	u	x	u	-30%	u	9.3%
CC1CN(S(=O)(=O)c2ccc(C(=O)Nc3nc(-c4cc5ccccc5o4)cs3)cc2)CC(C)O1 (stereo not given)
    3.7µM*	7.3µM*	u	-4%	-9	u	-2%	i	-0.3%
CCCn1c(N2CCN(C(=O)NCc3ccccc3)CC2)nc2ccccc21
    u	-4%	11%	-13%	u	-7%	-44%	i	-0.4%
CCOC(=O)c1c(C)n(C)c2ccc(OC(=O)c3ccco3)cc12
    12%	1%	-6%	12%	-4	-4%	-37%	i	3.2%
COc1cccc(/C=C/C(=O)Nc2cc(S(=O)(=O)N3CCOCC3)ccc2OC)c1
    2%	1%	-1%	-9%	20	4%	-9%	i	2.5%
CC(C)N1CC(C(=O)Nc2ccc(F)c(Cl)c2)CC1=O (stereo not given)
    -2%	-1%	-3%	-15%	u	1%	-6%	i	-0.1%
C/C(=C\CNc1ncnc2nc[nH]c12)CO
    -3%	1%	-5%	0%	-7	-14%	-10%	i	0.4%
O=C(CCCC(=O)N(CC(=O)NC1CCCC1)C1CCCC1)Nc1ccccn1
    3%	-2%	-5%	-24%	-1	-8%	2%	i	-0.5%
OCCNc1nc(Nc2ccc(O)cc2)nc2ccccc12
    u	0%	5%	u	x	x	4%	u	8.1%
CC(C)(C)n1nnnc1C(c1cc2cc3c(cc2[nH]c1=O)OCO3)N1CCN(c2ccccc2)CC1 (stereo not given)
    9%	-7%	0%	0%	u	-15%	-3%	i	0.6%
CC(=O)NC(CSC(CC(=O)c1ccco1)c1ccc(C)cc1)C(=O)O (stereo not given)
    9%	0%	21µM*	u	-1	-18%	-70%	u	u
CCOc1ccccc1N1CCN(C(=O)NCc2ccc(F)cc2)CC1
    0%	6%	u	1%	-9	17%	28%	i	-1.0%
OCCC1CN(Cc2cccc(C(F)(F)F)c2)CCN1Cc1ccccc1 (stereo not given)
    -21%	-7%	16%	-6%	-5	-17%	-67%	i	1.7%
O=Cc1c(N2CCOCC2)nc2ccccn2c1=O
    10%	0%	-1%	-1%	4	-7%	-4%	i	-0.2%
N#C/C(=N\Nc1cccc2ccccc12)c1nnc2n1CCCCC2
    8%	-18%	u	-3%	27	27%	-17%	i	12%
O=C(Nc1ccc(S(=O)(=O)N2CCOCC2)cc1)c1ccc(Cl)c([N+](=O)[O-])c1
    2%	-14%	u	-4%	-96*	-19%	-2%	i	u
Cc1ccc(C)c(NC(=O)C(=O)NCCc2c[nH]c3ccccc23)c1
    u	-5%	9%	1%	-22	15%	-31%	i	-0.3%
COc1cc(-c2cc(OC)c3c(C)oc(C)c3c(=O)c2)ccc1O
    u	-13%[1.84 µM]	24%	-1%	23	1%	-17%	i	7.4%
Cc1c2cnn(CC(=O)NC3CCCC3)c(=O)c2c(C)n1Cc1ccccc1
    24%	3%	16%	0%	-8	x	-1%	u	3.5%
Cc1ccc[n+](/C(C(=S)NCc2ccco2)=C(/[O-])c2ccccc2Cl)c1
    5%	-1%	17%	9%	-4	0%	2%	i	-0.2%
CCOC(=O)N1CCN(S(=O)(=O)c2ccc(C(=O)N(CCN(C)C)c3nc4ccc(Cl)cc4s3)cc2)CC1
    4%	u	3%	-16%	-21	-26%	-35%	i	0.7%
